Bioassay records: PubChem BioAssay, several laboratories
CSN inh: CSN deneddylation inhibition | AID 651999 | Purified CSN, SCF-Nedd8-OG deneddylation, fluorescence polarization | inhibition, % at 12.5 µM | Q92905 | 0.38% of 360,000 active;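 active = pattern-corrected inhibition above about 35%, with an unprinted fluorescence ratio check between 0.5 and 1.5, limit read from the data, passing the limit was not always enough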;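 also: 0% = enzyme with substrate and 100% = substrate without enzyme; some results filed as inactive read as strong as hits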
Target sequence (Q92905 whole entry, looked up, one chain of several): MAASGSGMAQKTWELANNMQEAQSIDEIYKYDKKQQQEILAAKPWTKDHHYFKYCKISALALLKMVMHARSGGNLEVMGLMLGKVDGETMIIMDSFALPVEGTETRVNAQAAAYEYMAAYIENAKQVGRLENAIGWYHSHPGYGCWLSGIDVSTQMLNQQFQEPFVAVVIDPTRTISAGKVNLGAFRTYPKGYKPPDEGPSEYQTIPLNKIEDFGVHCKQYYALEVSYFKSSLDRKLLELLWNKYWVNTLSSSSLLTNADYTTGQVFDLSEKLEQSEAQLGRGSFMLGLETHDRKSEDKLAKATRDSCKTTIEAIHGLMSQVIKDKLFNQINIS
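Material: purified human Csn5 enzyme expressed in HEK293T cells / Medium: Tris buffer pH 7.5, NaCl, DTT, Tween-20, trehalose, ovalbumin / Compound dosing: 12.5 µM single point / Schedule: 90 min incubation of compound, enzyme and substrate at room temperature / Signal: fluorescence polarization of the substrate / Control set: no-enzyme wells high, enzyme-with-substrate wells low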
MT1-MMP act inh: inhibitors of human MT1-MMP activation; P50281; HT1080 RFP-PRO-GFP cells, GFP/RFP ratio fluorescence, overnight; percent of plate control window, DMSO zero; GFP/RFP ratio change, % at 20 µM; 0.061% of 360,000 active;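 active = GFP/RFP ratio change of at least 30% with cell ATP level not reduced by more than half and red fluorescence within 50% of control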; also: strong numbers were not always called active
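Test system: HT1080 cells expressing an RFP-PRO-GFP fluorescent reporter construct / Compound dosing: single-point 20 µM compound, 1% DMSO / Schedule: cells overnight before dosing, compound overnight, 37 °C, 5% CO2 / Evaluation: GFP/RFP fluorescence ratio / Control set: DMSO and RFP-L50D-GFP cell wells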
FAS-TE inh: inhibitors of human fatty acid synthase thioesterase domain | 0.67% of 360,000 active | inhibition, % at 15 µM | recombinant FAS-TE, OMFH fluorogenic substrate, fluorescence endpoint;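 active = compounds whose normalised, plate-corrected inhibition of enzyme fluorescence in the single-dose primary screen is 50% or more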;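 also: 0% = DMSO with enzyme and 100% = substrate without enzyme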
eLon inh: inhibitors of E. coli Lon protease. 0.42% of 360,000 active. inhibition, % at 7.94 µM. P0A9M0. purified E. coli Lon protease, fluorescence polarization. AID 602123; in the data active = inhibition above about 13%, passing the limit was not always enough;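 also: 0% = enzyme with probe and DMSO and 100% = no enzyme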
MsrA act: bovine methionine sulfoxide reductase A activation | 0.3% of 360,000 active | purified bovine MsrA, absorbance read-out | activation, % at 10.6 µM | AID 602163; in the data active = activation above about 7.5%;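 also: 0% = vehicle and 100% = reference activator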
Rin1-Abl PPI inh: blocks binding of human Rin1 to Abl; P00519+Q13671; TR-FRET Rin1/Abl binding, biochemical; inhibition, % at 7.35 µM; 0.4% of 360,000 active; AID 588664; in the data active = inhibition above about 5%, passing the limit was not always enough
PABP1 MLLE inh: blocks PAM2 peptide binding to the PABP1 MLLE domain | P11940 | GST-MLLE / FITC-PAM2 fluorescence polarization | inhibition, % at 20 µM | 0.36% of 360,000 active | AID 588489; in the data active = inhibition above about 35%, passing the limit was not always enough;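 also: plate controls were DMSO wells with GST-MLLE for no effect and wells lacking GST-MLLE protein for full effect; some results filed as inactive read as strong as hits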
Target sequence (P11940 whole entry, looked up, the tested form may be a part): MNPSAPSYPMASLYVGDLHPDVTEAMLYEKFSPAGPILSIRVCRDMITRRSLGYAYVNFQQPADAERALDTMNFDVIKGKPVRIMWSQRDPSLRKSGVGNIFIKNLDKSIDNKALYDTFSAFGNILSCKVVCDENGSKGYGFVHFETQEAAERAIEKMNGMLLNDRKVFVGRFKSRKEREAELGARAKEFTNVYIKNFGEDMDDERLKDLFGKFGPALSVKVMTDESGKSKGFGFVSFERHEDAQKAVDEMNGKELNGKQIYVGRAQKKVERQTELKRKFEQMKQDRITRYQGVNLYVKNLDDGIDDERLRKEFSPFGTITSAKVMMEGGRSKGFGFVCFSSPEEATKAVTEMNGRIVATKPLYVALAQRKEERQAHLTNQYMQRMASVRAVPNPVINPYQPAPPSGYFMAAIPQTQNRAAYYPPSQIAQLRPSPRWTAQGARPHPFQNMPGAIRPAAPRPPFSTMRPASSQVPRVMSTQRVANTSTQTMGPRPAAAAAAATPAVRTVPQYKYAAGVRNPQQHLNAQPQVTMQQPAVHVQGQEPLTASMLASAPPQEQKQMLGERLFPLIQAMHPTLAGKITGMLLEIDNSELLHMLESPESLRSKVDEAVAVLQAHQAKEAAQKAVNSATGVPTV
Rpn11 block: inhibitors of human proteasome Rpn11; human 26S proteasome, Ub4-pepOG fluorescence polarization; 20S core pre-blocked with epoxomicin; calls only at 20 µM; AID 588493; 0.59% of 360,000 active; O00487;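 active = inhibition at 20 µM, scaled to each plate's controls, above about 33%, limit read from the data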
MsrA inhibitor: inhibitors of bovine MsrA; purified bovine MsrA, absorbance read-out; inhibition, % at 15.5 µM; 0.75% of 360,000 active; in the data active = inhibition above about 4.5%;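 also: 0% = vehicle wells with enzyme and 100% = reference inhibitor wells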
Active calls of the source: *; i = inactive; · = not tested or not shown.

Start of the data: the first two entries as a preview:
Each structure is followed by: CSN inh, MT1-MMP act inh, FAS-TE inh, eLon inh, MsrA act, Rin1-Abl PPI inh, PABP1 MLLE inh, Rpn11 block, MsrA inhibitor
- CCOc1cc2c3c(c1)C1(C(=O)N3C(C)(C)CC2C)C(C#N)=C(N)N2C(=C1C#N)Nc1ccccc12 (centres undefined)
→ -2, -8, 6, -3, -2, -3, 2, i, 0.7
- COc1cc(NC(=O)CN2CCN(S(=O)(=O)c3ccc(C(C)C)cc3)CC2)cc(OC)c1
→ -2, -3, 19, -11, -1, -2, -13, i, 2.2

The listing, previewed entries included:
Each structure is followed by: CSN inh, MT1-MMP act inh, FAS-TE inh, eLon inh, MsrA act, Rin1-Abl PPI inh, PABP1 MLLE inh, Rpn11 block, MsrA inhibitor
- CCOc1cc2c3c(c1)C1(C(=O)N3C(C)(C)CC2C)C(C#N)=C(N)N2C(=C1C#N)Nc1ccccc12 (centres undefined)
→ -2, -8, 6, -3, -2, -3, 2, i, 0.7
- COc1cc(NC(=O)CN2CCN(S(=O)(=O)c3ccc(C(C)C)cc3)CC2)cc(OC)c1
→ -2, -3, 19, -11, -1, -2, -13, i, 2.2
- CC1=CC(C)C(CN(CCC[N+](C)(C)C)C(=O)Nc2ccccc2)C(C)C1 (centres undefined)
→ -3, -5, -5, -4, -2, -1, -29, i, -1.8
- CCOc1ccccc1CN1CCN(C2CCSCC2)CC1CCO (centres undefined)
→ -5, -4, -6, -3, -1, 2, -12, i, 0.0
- Cc1ccc(OCCC(=O)OCC(=O)c2ccc3c(c2)NC(=O)CO3)cc1
→ 1, -6, 1, -18, -2, -2, -15, i, -0.7
- CC(Sc1nnnn1C)C(=O)Nc1ccc(N2CCOCC2)cc1 (centres undefined)
→ 3, 1, -7, 9, 0, -4, 1, i, -0.6
- COc1ccc(OC)c(NC(=O)CC2C(=O)NCCN2C(=O)c2ccccc2)c1 (centres undefined)
→ 0, 0, -4, 5, -2, 7, 13, i, 2.2
- COc1ccc(OCC(O)CN(C2CCCCC2)C2CCCCC2)cc1 (centres undefined)
→ 3, 0, -10, -1, -12, 5, -5, i, -0.3
- O=C(COC(=O)c1ccccc1OCc1ccc(F)cc1)NCC1CCCO1 (centres undefined)
→ -4, -2, 1, 4, -4, 3, -4, i, 0.5
- COc1cc(C(c2nnnn2C(C)(C)C)N2CCN(c3nc4ccccc4s3)CC2)ccc1O (centres undefined)
→ 5, 4, 7, 5, -7, 1, 10, i, -0.3
- COc1ccccc1-c1noc(CCC(=O)N2CCN(c3cc(C)ccc3C)CC2)n1
→ -1, 0, 11, -8, -9, 2, 1, i, -0.8
- Cc1ccc(-c2noc(CSc3nnc(CCc4ccccc4)n3-c3ccccc3)n2)cc1
→ 2, -7, 26, 4, -8, 4, -51, i, 0.2
- COc1ccc(Br)cc1-c1noc(-c2ccncc2)n1
→ -3, -4, -8, -7, -9, 2, -3, i, -0.4
- COC(=O)c1sc(NC(=O)c2ccco2)nc1C
→ -3, 11, -6, -4, 5, -1, -1, i, -0.2
- Cc1ccc(Nc2nnc(C)c(=O)[nH]2)cc1
→ -3, 3, -5, -3, -4, 7, -3, i, 0.8
- O=C(Nc1cc(Cl)ccc1-n1cncn1)c1cncc(Br)c1
→ 6, -1, 1, -3, -2, -2, -31, i, 1.1
- C=CCc1cccc2cc(C(=O)Nc3ccc(F)cc3)c(=O)oc12
→ -3, 2, -6, 4, -5, -2, 11, i, 0.3
- O=C(C[n+]1cccc(Br)c1)c1ccccc1
→ -2, -3, -4, 1, -4, 2, -7, i, 0.6
- COc1cc(C=O)ccc1OCCOCCOc1ccc(Cl)cc1Cl
→ 3, 0, 9, 4, -13, -1, 0, i, -0.2
- COC(=O)c1c(N)sc(C(C)=O)c1C
→ 1, ·, -10, -5, -13, -1, 7, i, 2.7
- CCCCC(=O)NNC(=O)CC(=O)Nc1ccccc1C(=O)O
→ 1, -4, -8, 1, -4, -1, -1, i, 1.4
- CC(C)C(=O)NCC(c1cccs1)S(=O)(=O)c1ccc(F)cc1 (centres undefined)
→ 0, 1, 3, -1, 0, -1, -18, i, -1.5
- CC(=O)N1CCN(C(=S)NC(=O)c2ccc(F)cc2)CC1
→ -1, -4, -5, -20, -11, 1, 13, i, 0.7
- Cc1ccc(S(=O)(=O)/N=C(\CSC(N)=O)Nc2ccccc2)cc1
→ 8, 8, -2, -1, -1, -1, 0, i, -1.2
- c1ccc(-c2nc(C3CCCCC3)c3sccc3n2)cc1
→ 2, 5, 24, -12, -1, 2, -3, i, -1.2
- O=C(O)c1c2c(nc3ccccc13)CCCCC2
→ 0, 5, -12, -8, -3, 1, 14, i, -1.0
- C/C(CC(=O)NCc1ccc(Cl)cc1)=N\NC(=O)Cc1ccccc1
→ 2, 5, -6, -8, -1, -3, 6, i, 0.0
- COC(=O)c1sc(NC(=O)c2ccncc2)nc1C
→ 0, -1, -8, 2, -6, 0, -2, i, 4.1
- COc1ccccc1N(CC(=O)NCCSCc1cccc(C)c1)S(=O)(=O)c1ccccc1
→ 0, -3, 28, 10, -2, -1, -10, i, 0.3
- O=C(NC(Cc1ccccc1)C(=O)O)/C(=C/c1ccco1)NC(=O)c1cccc(Br)c1 (centres undefined)
→ 6, -4, -5, -10, -4, 3, -16, i, 2.3
- Cc1cc(C)nc(SCC(=O)NN=Cc2ccc(C)o2)n1
→ 7, -6, -11, 10, -5, 0, 18, i, 2.6
- COc1ccc(C(=O)CC(Nc2ccc([N+](=O)[O-])cc2)c2ccc(OC)cc2)cc1 (centres undefined)
→ 0, 3, 33, -12, -4, -3, 0, i, 0.0
- COc1ccc(S(=O)(=O)NCc2ccccc2)cc1
→ 0, 2, -3, 2, 0, 0, 1, i, 0.7
- COc1ccccc1NS(=O)(=O)c1cccc(C(=O)N/N=C(\C)c2cccnc2)c1
→ -2, 0, -6, 12, -8, -1, 0, i, 0.3
- COc1cc(/C=C/C(=O)N2CCN(c3ccccn3)CC2)cc(OC)c1OC
→ -3, 1, -3, -4, -5, -6, 11, i, 2.0
- O=C(NCCN1CCC(n2c(=O)[nH]c3ccccc32)CC1)c1ccc(F)c(F)c1
→ 0, 5, -7, -4, -3, ·, ·, ·, -0.5
- O=C(Cn1cc(COc2ccc(Br)cc2[N+](=O)[O-])nn1)c1ccc(O)cc1
→ -5, 4, -8, 2, -5, -2, -8, i, 4.6*
- O=C(CSc1nnnn1-c1ccc(Cl)cc1)N1CCc2ccccc2C1
→ 1, 6, 11, -1, -2, 0, -101, i, 1.5
- CCOC(=O)c1c(CNc2ccncc2)n(C)c2cc(Br)c(O)cc12
→ 3, 6, -8, 7, -8, -1, -10, i, 1.3
- O=C(NCCc1ccc(F)cc1)c1n[nH]c2ccccc12
→ -2, -2, -8, 5, -7, 1, -9, i, 0.3
- c1ccc(CC2CCCNC2)cc1 (centres undefined)
→ -5, -11, -2, 1, 0, -4, -4, i, -0.4
- Cc1cc(NC(=O)COC(=O)C2CCN(S(=O)(=O)c3cccc(Cl)c3Cl)CC2)no1
→ -1, 0, 15, 4, 1, -3, -4, i, 1.2
- c1cc2cc(-c3c(-c4ccc5c(c4)OCO5)noc3-c3ccsc3)ccc2[nH]1
→ -6, -2, 33, 7, -4, 0, -4, i, -0.1
- COC(=O)c1ccc(/C=N/NC(=S)NC(C)C)cc1
→ 0, 4, -8, -8, -7, -3, 9, i, 4.0
- Cc1ccc(C(=O)NNC(=O)OC(C)(C)C)c(Cl)c1
→ -1, 3, -5, -10, -1, 1, 6, i, 0.5
- COc1cc(CC(=O)NCCc2ccc(S(N)(=O)=O)cc2)cc(OC)c1OC
→ 3, 3, -8, -9, -3, 3, -4, i, -0.2
- Fc1ccc2[nH]c3c(Cl)ncnc3c2c1
→ -3, -2, -2, 4, -5, -2, 4, i, -0.5
- CCC1CCCCN1CCCNC(=O)C1CCCN(c2ncnc3c2nc2n3CCCCC2)C1 (centres undefined)
→ -2, -3, -4, 6, -1, -1, -2, i, 0.2
- Cc1cnc([N+](=O)[O-])n1CCOC(=O)c1cccc(F)c1
→ -3, 8, -4, 4, -5, 2, -2, i, 2.0
- COc1ccccc1C(=O)Nc1ccc(NC(=O)C2CCCCC2)nc1
→ 0, 5, -2, -10, -1, 3, 16, i, -0.4

Record cards, from the list above.
`COc1cc(NC(=O)CN2CCN(S(=O)(=O)c3ccc(C(C)C)cc3)CC2)cc(OC)c1` is listed with CSN inh = -2; MT1-MMP act inh = -3; FAS-TE inh = 19; eLon inh = -11; MsrA act = -1; Rin1-Abl PPI inh = -2; PABP1 MLLE inh = -13; Rpn11 block = i; MsrA inhibitor = 2.2
`CCOC(=O)c1c(CNc2ccncc2)n(C)c2cc(Br)c(O)cc12` is listed with CSN inh = 3; MT1-MMP act inh = 6; FAS-TE inh = -8; eLon inh = 7; MsrA act = -8; Rin1-Abl PPI inh = -1; PABP1 MLLE inh = -10; Rpn11 block = i; MsrA inhibitor = 1.3
`O=C(CSc1nnnn1-c1ccc(Cl)cc1)N1CCc2ccccc2C1` is listed with CSN inh = 1; MT1-MMP act inh = 6; FAS-TE inh = 11; eLon inh = -1; MsrA act = -2; Rin1-Abl PPI inh = 0; PABP1 MLLE inh = -101; Rpn11 block = i; MsrA inhibitor = 1.5

(next part)
Each structure is followed by: CSN inh, MT1-MMP act inh, FAS-TE inh, eLon inh, MsrA act, Rin1-Abl PPI inh, PABP1 MLLE inh, Rpn11 block, MsrA inhibitor
- CC(=O)Nc1ccc(SCC(=O)Nc2cc(C)on2)cc1
→ -8, 4, -4, 11, -2, -5, 25, i, 2.8
- N#CCCn1nc(-c2ccccc2)cc1Nc1ccccc1NC(=O)c1cccs1
→ -1, -3, 12, -3, 0, -5, -7, i, -0.6
- COc1ccc(Cl)cc1N1C(=O)C2CCCN2C1c1sccc1C (centres undefined)
→ -3, -2, 1, -8, -3, -1, -5, i, -1.0
- Cc1cc(=O)n2nc(N3CCC(C(=O)NCc4cccnc4)CC3)sc2n1
→ 3, -2, -6, 5, 3, -1, -3, i, -0.4
- CC1(C)CC(CCNC(=O)CCl)(c2ccccc2)CCO1 (centres undefined)
→ 0, -1, -4, -7, -4, -1, 3, i, 1.2

An excerpt of these results, with each value named:
CC(=O)Nc1ccc(SCC(=O)Nc2cc(C)on2)cc1
- CSN inh: -8
- MT1-MMP act inh: 4
- FAS-TE inh: -4
- eLon inh: 11
- MsrA act: -2
- Rin1-Abl PPI inh: -5
- PABP1 MLLE inh: 25
- Rpn11 block: i
- MsrA inhibitor: 2.8
N#CCCn1nc(-c2ccccc2)cc1Nc1ccccc1NC(=O)c1cccs1
- CSN inh: -1
- MT1-MMP act inh: -3
- FAS-TE inh: 12
- eLon inh: -3
- MsrA act: 0
- Rin1-Abl PPI inh: -5
- PABP1 MLLE inh: -7
- Rpn11 block: i
- MsrA inhibitor: -0.6
COc1ccc(Cl)cc1N1C(=O)C2CCCN2C1c1sccc1C (centres undefined)
- CSN inh: -3
- MT1-MMP act inh: -2
- FAS-TE inh: 1
- eLon inh: -8
- MsrA act: -3
- Rin1-Abl PPI inh: -1
- PABP1 MLLE inh: -5
- Rpn11 block: i
- MsrA inhibitor: -1.0
Cc1cc(=O)n2nc(N3CCC(C(=O)NCc4cccnc4)CC3)sc2n1
- CSN inh: 3
- MT1-MMP act inh: -2
- FAS-TE inh: -6
- eLon inh: 5
- MsrA act: 3
- Rin1-Abl PPI inh: -1
- PABP1 MLLE inh: -3
- Rpn11 block: i
- MsrA inhibitor: -0.4
